BLM helicase inh: blocks DNA unwinding by human BLM helicase. Potency, µM (highest dose often 56.1 µM), for the others: at the top dose activity change, negative = inhibition, most hits filed as inhibitors. recombinant BLM DNA unwinding, fluorescence dequenching. 350,000 tested, 0.2% active;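 further: potency means the concentration at half of the fitted maximal effect; plate controls were vehicle for no effect and no enzyme for full effect; nearly all actives have a fitted effect of over 35% in size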
LDHA block: inhibitors of human lactate dehydrogenase A. P00338. purified LDHA, NADH/diaphorase-resazurin fluorescence; stronger effect = lower value. activity change, % (values are at about 110 or 230 µM). 480,000 tested, 0.15% active. AID 1347041; in the data active means activity change below about -30%; inconclusive means mostly about -25% to -30%;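 further: plate controls were DMSO wells for no effect and wells without enzyme for full effect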
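Human LDH5 (2 nM) was incubated with 0.06 mM NADH and 0.2 mM pyruvate for 5 min at room temperature in Tris pH 7.4. Remaining NADH was coupled through diaphorase/resazurin, and resorufin fluorescence was read at 0 and 20 min.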
Pol beta inh: inhibitors of human DNA polymerase beta; 340,000 tested, 1.3% active; AID 485314; P06746; Potency, µM (doses to about 114 µM), for inactives: at the top dose activity change, negative = inhibition, usual class: inhibitors; Pol beta primer extension/strand displacement, fluorescence kinetic; further: potency means the concentration at half of the fitted maximal effect; on the % scale 0 is the no-effect control and ±100 the full control effect
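Pol beta (10 nM) was preincubated with compound for 15 min at room temperature. The reaction was then started with 50 nM substrate and read immediately and after a further 10 min at room temperature.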
Pol kappa inh: inhibitors of human DNA polymerase kappa; Q9UBT6; purified Pol kappa, fluorescent DNA synthesis assay, 10 min; Potency, µM (series often up to 107 µM), without a hit: top-dose activity, negative = inhibition, most hits filed as inhibitors; 400,000 tested, 0.53% active; further: potency means the concentration at half of the fitted maximal effect; on the % scale 0 is the no-effect control and ±100 the full control effect
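10 nM Pol kappa preincubated 15 min at room temperature with compounds, then reaction started with substrate at 50 nM final. Fluorescence read kinetically at 0 and 10 min; buffer-only wells served as negative control.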
Apoferritin bind: binds horse apoferritin like a general anesthetic. P02791. apoferritin/1-aminoanthracene competitive binding, fluorescence. Potency, µM (top dose mostly 77.5 µM), for inactives: at the top dose activity change, negative = displacement, actives largely listed as inhibitors. 350,000 tested, 0.074% active. AID 485281; further: potency means the concentration at half of the fitted maximal effect; on the % scale 0 is the no-effect control and ±100 the full control effect; nearly all actives have a fitted effect of over 20% in size
Target sequence (P02791 2-175 limits assumed): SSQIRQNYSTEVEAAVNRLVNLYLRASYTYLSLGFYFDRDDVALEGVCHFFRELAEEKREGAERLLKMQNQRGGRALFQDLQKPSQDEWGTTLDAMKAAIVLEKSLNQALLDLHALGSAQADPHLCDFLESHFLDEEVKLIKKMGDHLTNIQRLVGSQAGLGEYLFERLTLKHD
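Horse-spleen apoferritin (10 uM) was mixed with 50% saturated 1-aminoanthracene in PBS, exposed to compounds for 10 min at room temperature, and read for fluorescence (ex 380 nm, em 535 nm). Competitive displacement was fitted with a four-parameter Hill equation.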
APE1 inh: blocks human APE1 abasic DNA cleavage. P27695. recombinant APE1, TAMRA/BHQ-2 abasic DNA cleavage fluorescence. Potency, µM (highest dose often 65.8 µM), for the others: at the highest dose activity change, negative = inhibition, hits mostly inhibitors. 350,000 tested, 0.35% active;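 further: potency means the concentration at half of the fitted maximal effect; plate controls were vehicle for no effect and reference inhibitor for full effect; nearly all actives have a fitted effect of over 55% in size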
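Activity was derived from the fluorescence gain between first and third kinetic reads (60 s intervals, ex 525/em 598 nm) after 50 nM THF-abasic TAMRA/BHQ-2 duplex was added to 0.75 nM APE1 preincubated 15 min with compound.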
Glioma ERSR ind: inducers of ER stress response in human glioma cells; U87-MG GRP78 promoter luciferase reporter, 16 h; 420,000 tested, 0.02% active; Potency, µM, without a hit: at the highest dose activation, hits mostly activators; AID 602332; further: potency means the concentration at half of the fitted maximal effect; series mostly up to about 76 µM; % of control where 0% means no effect; nearly all actives have a fitted effect of over 35% in size
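Stably transfected U87-MG human glioma cells carrying a GRP78-based luminescent sensor were seeded at 1000 cells/well, pin-dosed with compounds and incubated 16 h. Luciferase reagent was then added, and end-point luminescence was read after 10 min at room temperature.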
POLI inh: inhibitors of human DNA polymerase iota. Q9UNA4. Pol iota fluorescent replication assay, 10 min. Potency, µM (series often up to 115 µM), for inactives: at the top dose activity, negative = inhibition, actives largely listed as inhibitors. 390,000 tested, 1% active. AID 588590; further: potency means the concentration at half of the fitted maximal effect
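Fluorescent replication assay read twice, at 0 min and 10 min after adding 50 nM (final) substrate. Enzyme (10 nM) and compounds were first incubated 15 min at room temperature; enzyme-free buffer wells were negative controls.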
POLH inh: blocks human DNA polymerase eta activity; AID 588591; 390,000 tested, 1.2% active; recombinant Pol eta, fluorescent DNA replication assay; Potency, µM (highest dose often 114 µM), without a hit: top-dose activity change, negative = inhibition, hits mostly inhibitors; Q9Y253; further: potency means the concentration at half of the fitted maximal effect; on the % scale 0 is the no-effect control and ±100 the full control effect
Target sequence (Q9Y253 whole entry, looked up): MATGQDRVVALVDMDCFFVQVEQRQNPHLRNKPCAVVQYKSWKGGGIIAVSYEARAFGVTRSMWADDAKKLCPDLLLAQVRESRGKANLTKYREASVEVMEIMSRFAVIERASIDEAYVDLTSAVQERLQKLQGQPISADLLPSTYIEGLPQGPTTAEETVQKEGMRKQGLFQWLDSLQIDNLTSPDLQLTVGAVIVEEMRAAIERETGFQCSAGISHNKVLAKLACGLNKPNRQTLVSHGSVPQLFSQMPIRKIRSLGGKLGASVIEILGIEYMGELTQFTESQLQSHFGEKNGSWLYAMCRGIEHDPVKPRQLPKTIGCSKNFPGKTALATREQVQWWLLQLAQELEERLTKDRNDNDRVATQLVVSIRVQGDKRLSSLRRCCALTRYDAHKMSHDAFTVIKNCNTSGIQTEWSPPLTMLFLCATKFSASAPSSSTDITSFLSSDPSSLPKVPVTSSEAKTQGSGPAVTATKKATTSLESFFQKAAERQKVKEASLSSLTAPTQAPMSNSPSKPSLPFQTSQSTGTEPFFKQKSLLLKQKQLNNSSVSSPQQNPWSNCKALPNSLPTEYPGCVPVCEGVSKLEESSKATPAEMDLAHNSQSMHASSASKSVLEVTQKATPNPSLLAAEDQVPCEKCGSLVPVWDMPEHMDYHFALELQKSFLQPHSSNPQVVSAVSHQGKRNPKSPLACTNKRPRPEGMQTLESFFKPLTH
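Pol eta (10 nM) was preincubated with compounds for 15 min at room temperature, after which fluorescent replication substrate (50 nM final) was added to start the reaction. Fluorescence was read kinetically at 0 and 10 min.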
Starred values were filed as active, the others as inactive; ? = inconclusive; . = not tested or not shown; & = joins results of further samples; [ ] = remark or other dose. Unless noted, the call rests on the fitted dose curve; in most records, active means well fitted curve in the direction sought with a large enough effect; inconclusive means small, poorly fitted or top-dose-only effect, or another doubt; inactive means no such curve, though single readings can be large; an effect the other way counts as inactive or inconclusive.

SMILES,LDHA block,Apoferritin bind,Glioma ERSR ind,Pol beta inh,APE1 inh,BLM helicase inh,POLI inh,POLH inh,Pol kappa inh
O=S1(=O)CC2N=C(N(Cc3ccc(F)cc3Cl)c3ccccc3F)SC2C1 (stereo not given),-6,0%,-3%,11%[57.1 µM],-1%,-3%,1%,-16%,-19%
CCC(=O)c1ccc(OCC(=O)Nc2ccc(S(=O)(=O)Nc3cc(C)nc(C)n3)cc2)cc1,-5,.,-7%,.,9%,.,51%[activator],-9%,-14%
O=C(Nc1ccccc1)Nc1ccccc1,5&-7,-1%,0%&1%,.,-2%&1%,2%,20%,-11%,15%
CCOc1ccc(OCC(=O)N2CCOCC2)cc1,-6,-9%,10%,26%,0%,-2%,-6%,-16%,-22%
CC(C)(C)c1ccc(NC(=O)CON=C(N)c2ccccc2)cc1,-1,.,1%,.,-10%,.,-18%,-16%,-2%
O=C(Nc1cc(Cl)ccc1Cl)c1ccc2c(c1)N(Cc1cccc(Cl)c1)C(=O)c1ccccc1S2=O (stereo not given),1,-7%,-1%,-19%,.,-2%,-8%,-17%,-1%[60.1 µM]
COc1ccc(CCNC(C)C(=O)Nc2ccc(S(N)(=O)=O)cc2)cc1 (stereo not given),-9,4%,-9%,31%,21%,0%,15%,-5%,-5%
COC(=O)c1ccc(C(=O)OC)c(NC(=S)N2CCN(C(=O)C3CCCO3)CC2)c1 (stereo not given),-3,0%,-7%,?,1%,-1%,16%,-8%,-2%
CCCCSCCCNC(=O)CN1C(=O)c2cccnc2Oc2ccc(Cl)cc21,-3,-11%,0%,14%,.,-3%,46%[activator],-10%,2%
Cn1cc(C2NC(=O)c3ccccc3N2)c2ccccc21 (stereo not given),0,.,2%,.,.,.,9%,-9%,0%
COc1cc(NC(=O)CN2CCN(c3ccccc3F)CC2)c(C)cc1[N+](=O)[O-],-5,2%,-3%,-5%,-2%,4%,-15%,-2%,-10%
O=C1NC2(CCCCCC2)C(=O)N1CCS(=O)(=O)Oc1ccccc1,-1,-13%,-2%,-9%,-2%,-2%,10%,-13%,-3%
O=C(CNc1cccc2ccccc12)c1ccc([N+](=O)[O-])cc1,23,-8%,-4%,-17%,5%,-14%,23%,-12%,-10%
CCOC(=O)c1ccccc1NC(=O)COC(=O)CCC(=O)c1ccccc1,-2,-8%,-2%,-1%,-7%,-7%,14%,-7%,-7%
CC(=O)Nc1ccc(S(=O)(=O)NC(CC(=O)NCCC2=CCCCC2)C(C)C)cc1 (stereo not given),-6,-11%,-4%,52%,4%,-2%,12%,-21%,-4%

Taken from the listing, 5 compounds:
SMILES,LDHA block,Apoferritin bind,Glioma ERSR ind,Pol beta inh,APE1 inh,BLM helicase inh,POLI inh,POLH inh,Pol kappa inh
COc1ccc(CCNC(C)C(=O)Nc2ccc(S(N)(=O)=O)cc2)cc1 (stereo not given),-9,4%,-9%,31%,21%,0%,15%,-5%,-5%
COC(=O)c1ccc(C(=O)OC)c(NC(=S)N2CCN(C(=O)C3CCCO3)CC2)c1 (stereo not given),-3,0%,-7%,?,1%,-1%,16%,-8%,-2%
CCCCSCCCNC(=O)CN1C(=O)c2cccnc2Oc2ccc(Cl)cc21,-3,-11%,0%,14%,.,-3%,46%[activator],-10%,2%
Cn1cc(C2NC(=O)c3ccccc3N2)c2ccccc21 (stereo not given),0,.,2%,.,.,.,9%,-9%,0%
COc1cc(NC(=O)CN2CCN(c3ccccc3F)CC2)c(C)cc1[N+](=O)[O-],-5,2%,-3%,-5%,-2%,4%,-15%,-2%,-10%

The list continues.
SMILES,LDHA block,Apoferritin bind,Glioma ERSR ind,Pol beta inh,APE1 inh,BLM helicase inh,POLI inh,POLH inh,Pol kappa inh
Nc1cc(-c2ccco2)no1,9,-11%,-2%,10%,-3%,?,75%[activator],-17%,-8%
COc1ccc(CNC(=O)COC(=O)c2c(NC(C)=O)sc(C)c2C)cc1,1,.,-5%,.,25%,.,-12%,-10%,12%
COc1ccc(CNCc2c(F)cccc2F)cc1OC,-23,-3%,-3%,35%,-8%,2%,82%[activator],3%,-1%
Cn1c(N2CCOCC2)cc(=O)n(C)c1=O,-8,-2%,-5%,29%,2%,-4%,2%,-9%,-20%
COc1cccc(NC(=O)CSc2cc(C)c3ccccc3n2)c1,-6,37%[activator],.,-1%,.,-9%,36%[activator],.,1%
O=C(OCC#CCSc1nnc(-c2cccc3ccccc23)o1)c1cccc2[nH]ccc12,-5,.,-2%,.,-1%&1%,.,-2%,-2%,-4%
O=C(N/N=C/c1ccccc1Br)c1ccc(CSc2cccc3cccnc23)cc1,0,-14%,0%,-8%,2%,1%,22%,-14%,-11%
Cc1cc(C)n(-c2ccc(C(=O)Nc3cc(S(=O)(=O)N(C)C)ccc3Cl)cc2)n1,-1,-3%,-5%,-3%,7%,0%,1%,-11%,-21%
C[C@H](NC(=O)NCCc1ccccc1)C(=O)O,-5,-5%,2%,13%,-5%,-1%,-4%,-7%,-8%
CCC1CN(C(=O)N2CCC(C(=O)NCCc3ccc(Cl)cc3)CC2)c2ccccc2O1 (stereo not given),-4,-10%,-6%,2%,.,1%,13%,-17%,-16%
COc1ccc(-c2nc3n(n2)C(c2cccnc2)C(C(N)=O)=C(C)N3)cc1 (stereo not given),3,-9%,-4%,5%,-4%,-2%,18%,-4%,-1%
CCn1cc(S(=O)(=O)c2cccc(C)c2)c(=O)c2cc(F)c(N3CCCCC3C)cc21 (stereo not given),-1,-7%,-1%,-11%,.,-14%,7%,13%,-16%
COc1ccc(CCNS(=O)(=O)c2ccc(N3CCCC3=O)cc2)cc1,-2,.,-4%,.,.,.,2%,-3%,-17%
COC(=O)c1c(C)nn(-c2ccc(F)c(Cl)c2)c1-c1cc(C)on1,-8,-8%,-4%,15%,-5%,-5%,19%,-4%,-6%
Cc1cc(Br)cc(C)c1OCCCCN(C)C,-13,-9%,0%,46%,2%,70%[activator],16%,-4%,5%
COc1ccc(NC(=O)c2c(C)oc3ccc(O)c(CN4CCC(C)CC4)c23)cc1Cl,0,2%,-6%,0%,.,6%,18%,-21%,-2%
O=C(NCc1cccnc1)c1cc(S(=O)(=O)N2CCCC2)c(Cl)cc1Cl,-11,-3%,12%,0%,63%,0%,119%[activator],-22%,-1%
CC1=NNC(=O)/C1=C\c1cn(-c2ccccc2)nc1-c1ccc(Cl)cc1,0,-15%,-15%,1%,-3%,-9%,6%,-14%,-12%
Cn1c(=O)c2c(nc(CN3CCC(C(N)=O)CC3)n2Cc2c(F)cccc2Cl)n(C)c1=O,2,7%,-4%,-19%,1%,2%,8%,11%,0%
Cc1c(-c2cc[n+]([O-])cc2)oc2ccc(Br)cc2c1=O,.,-9%,.,-3%,-3%,0%,.,.,.
Cn1c(N)c(Sc2ccc([N+](=O)[O-])cc2)c(=O)n(C)c1=O,-8,-4%,-6%,-4%,3%,-1%,40%[activator],-10%,-1%
O=C(NCc1ccccc1)c1ccc(N2CCC3(CC2)CC(c2ccccc2)=NO3)c([N+](=O)[O-])c1,-10,-16%,-1%,-13%,-8%,-5%,12%,-13%,-3%
Cc1cc(OCCn2c(CCNC(=O)C3CCCCC3)nc3ccccc32)ccc1Cl,-5,-5%,-6%,6%,.,-10%,20%,-17%,?
COc1cc(NC(=O)c2cc([N+](=O)[O-])ccc2NC(=O)CNCc2ccccn2)cc(OC)c1,-1,-8%,-3%,?,0%,-1%,70%[activator],?,4%
CCCCc1ccc(S(=O)(=O)N2CCC3(CC2)OCCO3)cc1,-1,-10%,-5%,8%,4%,-7%,-4%,-21%,-3%
O=C1NC(=NCc2ccccc2)S/C1=C\c1ccccc1,-9,7%,3%,?,3%,-5%,-2%,7%,0%
CCCCNC(=O)C1CCC(Cn2c(=O)c3sccc3n(CC(=O)Nc3ccccc3)c2=O)CC1 (stereo not given),-10,7%,-2%,9%,.,-3%,7%,-6%,-4%
Cc1ccc(NC(=O)CC(C)S(=O)(=O)c2ccc3c(c2)NC(=O)CO3)c(C)c1 (stereo not given),-1,-13%,-1%,10%,.,0%,22%,-14%,9%
CCCCc1cc(=O)oc2cc(C)cc(OC(C)C(=O)NCc3ccccn3)c12 (stereo not given),-5&0,2%,-2%,91%,12%,0%,13%,-5%,2%
Cc1ccc(S(=O)(=O)N2CCN(C(=O)CCCOc3ccc(Cl)cc3C)CC2)cc1,-1,.,-5%,.,29%,.,19%,-16%,-3%
CSc1ccc(C#N)cc1NC(=O)c1ccccc1,3,-2%,-5%,-20%,5%,-2%,-14%,-5%,-9%

Bioassay records from PubChem BioAssay.

These rows are one share of the data (hit frequency here may not be typical).
